# hIAP act: increases human intestinal alkaline phosphatase activity; P09923; purified human IAP, CDP-Star luminescence, 30 min; hits give high values; 1 = vehicle-only enzyme, 0 = enzyme-free background; activation factor at 10 µM; 330,000 compounds, 0.16% hits;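 active = activation factor of the enzyme at least 2-fold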; also: the source names both 10 and 20 µM as test concentration; values of inactives mirror those of a sister screen read the other way
# hIAP inh: blocks human intestinal alkaline phosphatase | inhibition, % at 10 µM | 330,000 compounds, 0.12% hits | P09923 | AID 2544 | purified IAP, CDP-Star luminescence, 30 min;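 active = inhibition reaching a set limit with compound at 10 µM in the primary screen, cut at about 35% in these data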;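 also: plate controls were DMSO wells with enzyme for no effect and no-enzyme buffer wells for full effect; values of inactives mirror those of a sister screen read the other way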
# ATG4B inh: ATG4B (human) cysteine protease inhibition; Q9Y4P1; ATG4B cleavage of LC3-PLA2, NBD-HPC fluorescence, 1 h; inhibition, % at 8.33 µM; 340,000 compounds, 0.51% hits; AID 504462; in the data active = inhibition above about 40%
# HKDC1 inh: blocks human hexokinase HKDC1 activity. Q2TB90. recombinant HKDC1, G6PDH/diaphorase resazurin coupled fluorescence. inhibition, % at 20 µM. AID 493160. 340,000 compounds, 0.16% hits;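 active = inhibition above about 35% when tested at 20 µM, limit read from the data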;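 also: plate controls were DMSO wells with enzyme for no effect and DMSO wells lacking enzyme for full effect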
# Target sequence (Q2TB90 whole entry, looked up): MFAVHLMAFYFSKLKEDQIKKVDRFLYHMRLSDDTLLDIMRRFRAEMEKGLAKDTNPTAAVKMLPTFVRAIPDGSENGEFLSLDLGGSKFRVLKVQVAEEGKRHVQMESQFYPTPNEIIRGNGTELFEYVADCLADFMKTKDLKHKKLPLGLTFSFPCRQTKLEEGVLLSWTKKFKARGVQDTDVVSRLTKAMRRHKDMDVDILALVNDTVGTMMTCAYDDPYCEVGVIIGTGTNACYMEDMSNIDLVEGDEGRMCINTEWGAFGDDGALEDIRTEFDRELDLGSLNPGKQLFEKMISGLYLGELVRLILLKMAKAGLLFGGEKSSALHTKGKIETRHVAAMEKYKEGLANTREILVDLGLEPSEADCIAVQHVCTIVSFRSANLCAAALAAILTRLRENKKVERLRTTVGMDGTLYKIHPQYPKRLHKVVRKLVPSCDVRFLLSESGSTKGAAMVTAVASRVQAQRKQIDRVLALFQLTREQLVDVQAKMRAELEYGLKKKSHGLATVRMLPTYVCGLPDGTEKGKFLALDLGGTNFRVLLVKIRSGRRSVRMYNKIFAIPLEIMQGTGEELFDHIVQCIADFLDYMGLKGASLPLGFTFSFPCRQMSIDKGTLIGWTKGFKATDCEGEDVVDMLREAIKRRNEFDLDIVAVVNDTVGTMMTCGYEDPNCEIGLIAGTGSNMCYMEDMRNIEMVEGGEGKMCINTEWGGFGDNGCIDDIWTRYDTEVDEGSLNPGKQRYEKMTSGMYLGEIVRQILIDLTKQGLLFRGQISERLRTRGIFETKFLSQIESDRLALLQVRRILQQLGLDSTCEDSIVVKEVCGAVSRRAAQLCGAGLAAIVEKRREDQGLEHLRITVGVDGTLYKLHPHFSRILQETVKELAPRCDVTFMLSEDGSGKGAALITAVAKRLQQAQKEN
#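 Material: recombinant HKDC1 hexokinase; Amount: HKDC1 at 5 µg/mL; Medium: Tris pH 8.0 buffer with MgCl2, Tween-20, BSA, BME; Schedule: 90 min reaction incubation at room temperature, dark; Technique: coupled resazurin fluorescence, excitation 525 nm, emission 613 nm.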
# mIAP block: mouse IAP inhibition. inhibition, % at 10 µM. 330,000 compounds, 0.2% hits. purified mouse IAP, CDP-Star luminescence, 30 min;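 active = inhibition of at least 40% at 10 µM in the primary screen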;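 also: plate controls were DMSO with enzyme for no effect and no enzyme wells for full effect; values of inactives mirror those of a sister screen read the other way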
# PfGluPho inh: PfG6PD (Plasmodium falciparum) enzyme inhibition | PfGluPho enzyme, NADPH resazurin-diaphorase fluorescence | inhibition, % at 20 µM | AID 504690 | 350,000 compounds, 0.78% hits;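 active = inhibition reaching at least a set limit at 20 µM in the primary screen, cut at about 59% in these data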;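 also: 0% = DMSO wells with substrate and 100% = DMSO wells lacking glucose-6-phosphate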
# mIAP act: mouse IAP activation. muIAP, CDP-Star luminescence, 30 min; hits give high values; 1 = vehicle-only enzyme signal, 0 = enzyme-free wells. activation factor at 10 µM. 330,000 compounds, 0.24% hits;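 active = activation factor of at least 2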; also: the source names both 10 and 20 µM as test concentration; values of inactives mirror those of a sister screen read the other way
#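 Assay system: mouse IAP enzyme; Reagent: CDP-Star chemiluminescent phosphatase substrate; Compound: DMSO-dissolved test compounds; Incubation: 30 min, room temperature; Technique: luminescence from enzymatic CDP-Star hydrolysis; Controls: DMSO-only wells and no-enzyme negative control.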
# A3A deaminase: human APOBEC3A DNA deaminase inhibition; P31941; recombinant A3A, FAM/TAMRA ssDNA deamination fluorescence; inhibition, % at 20 µM; 330,000 compounds, 0.41% hits; AID 493011;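 active = at least 40% inhibition at 20 µM here, with at most 30% in a related deaminase screen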;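 also: plate controls were A3A with DMSO for no effect and wells lacking A3A enzyme for full effect; some results filed as inactive read as strong as hits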
# Starred values were filed as active, the others as inactive; · = not tested or not shown.
SMILES,hIAP act,hIAP inh,ATG4B inh,HKDC1 inh,mIAP block,PfGluPho inh,mIAP act,A3A deaminase
Clc1cccc(Cl)c1-c1nnc2ccc(N3CCOCC3)nn12,0.88,12,1,-3,-2,-29,1,-1
COc1ccc(CN2CCN(C(=O)CC(C)C)CC2)cc1,1.2,-22,-8,-7,2,1,0.98,-4
COc1ccc(-c2nn(-c3ccccc3F)cc2CNCCn2nc(C)cc2C)cc1,0.93,7,29,-8,0,-2,1,1
COc1ccc(OCc2ccc(C(=O)N3CCOCC3)cc2)cc1,1.2,-16,10,-3,-21,9,1.2,-2
C/C(=C\CNc1ncnc2nc[nH]c12)CO,0.91,9,-20,-2,9,-8,0.91,0
Cc1cc(-c2csc3nc[nH]c(=S)c23)cc(C)c1C,1.1,-12,-9,6,1,12,0.99,-2
CCC(C)[C@H](NC(=O)NCc1ccc(S(N)(=O)=O)cc1)C(=O)O (some centres not stated),0.92,8,0,-3,1,-18,0.99,8
Cc1ccc2nsnc2c1NC(=O)COc1ccccc1F,1,-2,0,-13,4,0,0.96,-2
COc1cc(C2NC(=S)NC(c3ccccc3)=C2C(C)=O)cc(Br)c1OCC(N)=O (configuration not stated),1.1,-10,-5,0,3,0,0.97,0
C=C(C)CSc1nc2ncccc2[nH]1,1.1,-6,5,6,13,-3,0.87,2
CNC(=O)c1c(NC(=O)c2ccco2)sc2c1CCCC2,1.5,-46,-4,3,-3,11,1,1
CC1(C)N([O-])C2=C(CCCC2)[N+]1=O,1.1,-11,-4,8,-6,3,1.1,8
Cc1ccc(OCC(=O)NCc2ccc3c(c2)OCO3)c([N+](=O)[O-])n1,1,-1,2,2,2,6,0.97,10
COc1ccc(NC(=O)C(C)N2CCN(C)CC2)cc1 (configuration not stated),1.1,-12,-2,-5,1,14,0.99,-1
O=C(O)CNC(=O)c1ccc(S(=O)(=O)N2CCOCC2)cc1,1.1,-15,3,3,-3,-7,1,0
NC(=O)c1ccc(N2CCN(S(=O)(=O)c3ccccc3)CC2)c([N+](=O)[O-])c1,1.1,-13,4,2,2,3,0.98,0
Cn1c(=O)n(C)c2cc(/C=N/NC(=O)c3cccc(Br)c3)ccc21,1.2,-18,-16,3,7,6,0.93,0
C#CCOCCOCCOCCNc1nc(N2CCN(C(=O)[C@H](CCCCN)n3cc([C@@H](N)C(C)CC)nn3)CC2)nc(N2CCN(C(=O)[C@H](CCCCN)n3cc([C@@H](N)CO)nn3)CC2)n1 (some centres not stated),0.99,0,·,·,0,·,1,2
C/C(=N\NC(=O)COc1ccc([N+](=O)[O-])cc1)C(C)(C)C,0.92,8,-8,11,7,-19,0.93,3
O=C(CSc1ccc(-c2ccncc2)nn1)N1CCCCC1,1,-5,-6,4,9,20,0.91,102*
COc1ccc(/C(C)=N/NC(=S)Nc2cc(C)ccc2C)cc1,1,-3,-7,-13,11,-2,0.89,-1
CCCC1=Nc2cc(C(=O)NCCN3CCCC3)ccc2Sc2ccccc21,0.78,22,3,-7,-1,9,1,-4
COc1cccc(C2C(C#N)=C(N)Oc3c2oc(CO)cc3=O)c1 (configuration not stated),1.1,-9,-7,-8,6,-21,0.94,-4
COc1ccc(S(=O)(=O)N(CCCN2CCOCC2)Cc2ccc(OC)c(OC)c2)cc1,1.1,-7,-2,4,-4,-16,1,0

# Full records as entered above. Screens in order: hIAP act	hIAP inh	ATG4B inh	HKDC1 inh	mIAP block	PfGluPho inh	mIAP act	A3A deaminase
# Entry for `COc1cccc(C2C(C#N)=C(N)Oc3c2oc(CO)cc3=O)c1` (configuration not stated) = 1.1	-9	-7	-8	6	-21	0.94	-4
# Entry for `O=C(CSc1ccc(-c2ccncc2)nn1)N1CCCCC1` = 1	-5	-6	4	9	20	0.91	102*

# (list continues)
SMILES,hIAP act,hIAP inh,ATG4B inh,HKDC1 inh,mIAP block,PfGluPho inh,mIAP act,A3A deaminase
COc1ccccc1N1CCN(C(=O)C2CCN(S(=O)(=O)c3ccc4c(c3)CC(C)N4C(C)=O)CC2)CC1 (configuration not stated),1,-2,10,7,-10,-14,1.1,0
CC(=O)N(C)c1ccc(NC(=S)NCC(C)C)cc1,1,-2,-2,-3,-16,-13,1.2,-3
CCOc1ccc(C2=C(C=C(C#N)C#N)C(c3ccccc3)c3ccccc3O2)cc1 (configuration not stated),0.96,4,-9,-6,8,8,0.92,-2
Cc1cc(OCC(=O)N2CCOCC2)ccc1NC(=O)C1CCCCC1,0.95,5,3,-6,8,1,0.92,2
CCC(C)(C)NC(=O)C(c1ccc(OC)cc1)N(CC1CCCO1)C(=O)CCC(=O)Nc1cc(C)on1 (configuration not stated),0.91,9,-4,0,-2,3,1,-5
Cc1ccc(OCC(=O)c2c(O)c3ccccc3oc2=O)cc1C,1,-5,-3,8,3,-5,0.97,0
O=C(c1ccc(NC2=NC3CS(=O)(=O)CC3S2)cc1)N1CCN(Cc2ccccc2)CC1 (configuration not stated),1.2,-21,0,-5,-19,-11,1.2,-5
O=C(/C(=C(\[O-])c1ccccc1)[n+]1ccc2ccccc2c1)c1ccc(Cl)cc1,1,-4,3,15,14,-9,0.86,1
O=C1[C@H]2[C@H](C=CC[C@H]2C(=O)N2CCN(c3ccccc3)CC2)CCN1Cc1ccc(Cl)c(Cl)c1,1.1,-8,-10,0,-16,-7,1.2,-7
O=C1CCc2cc(S(=O)(=O)NCc3ccccc3Cl)cc3c2N1CC3,1,-2,0,-1,4,-9,0.96,1
COC(=O)c1sccc1NC(=O)CCC1CCCCC1,1.1,-8,-5,1,8,12,0.92,0
CCC(C(=O)NCC1CCCO1)N(C(=O)CNS(=O)(=O)c1ccccc1)c1ccc(F)cc1 (configuration not stated),1,0,-14,-1,3,-5,0.97,4

# Some of these compounds in order of length of the SMILES, smallest number first:
SMILES,hIAP act,hIAP inh,ATG4B inh,HKDC1 inh,mIAP block,PfGluPho inh,mIAP act,A3A deaminase
COC(=O)c1sccc1NC(=O)CCC1CCCCC1,1.1,-8,-5,1,8,12,0.92,0
CC(=O)N(C)c1ccc(NC(=S)NCC(C)C)cc1,1,-2,-2,-3,-16,-13,1.2,-3
O=C(CSc1ccc(-c2ccncc2)nn1)N1CCCCC1,1,-5,-6,4,9,20,0.91,102*
Cc1ccc(OCC(=O)c2c(O)c3ccccc3oc2=O)cc1C,1,-5,-3,8,3,-5,0.97,0
COc1ccc(/C(C)=N/NC(=S)Nc2cc(C)ccc2C)cc1,1,-3,-7,-13,11,-2,0.89,-1
Cc1cc(OCC(=O)N2CCOCC2)ccc1NC(=O)C1CCCCC1,0.95,5,3,-6,8,1,0.92,2
COc1cccc(C2C(C#N)=C(N)Oc3c2oc(CO)cc3=O)c1 (configuration not stated),1.1,-9,-7,-8,6,-21,0.94,-4
CCCC1=Nc2cc(C(=O)NCCN3CCCC3)ccc2Sc2ccccc21,0.78,22,3,-7,-1,9,1,-4
O=C1CCc2cc(S(=O)(=O)NCc3ccccc3Cl)cc3c2N1CC3,1,-2,0,-1,4,-9,0.96,1
C/C(=N\NC(=O)COc1ccc([N+](=O)[O-])cc1)C(C)(C)C,0.92,8,-8,11,7,-19,0.93,3
CCOc1ccc(C2=C(C=C(C#N)C#N)C(c3ccccc3)c3ccccc3O2)cc1 (configuration not stated),0.96,4,-9,-6,8,8,0.92,-2
COc1ccc(S(=O)(=O)N(CCCN2CCOCC2)Cc2ccc(OC)c(OC)c2)cc1,1.1,-7,-2,4,-4,-16,1,0
O=C(/C(=C(\[O-])c1ccccc1)[n+]1ccc2ccccc2c1)c1ccc(Cl)cc1,1,-4,3,15,14,-9,0.86,1
CCC(C(=O)NCC1CCCO1)N(C(=O)CNS(=O)(=O)c1ccccc1)c1ccc(F)cc1 (configuration not stated),1,0,-14,-1,3,-5,0.97,4
CCC(C)(C)NC(=O)C(c1ccc(OC)cc1)N(CC1CCCO1)C(=O)CCC(=O)Nc1cc(C)on1 (configuration not stated),0.91,9,-4,0,-2,3,1,-5
C#CCOCCOCCOCCNc1nc(N2CCN(C(=O)[C@H](CCCCN)n3cc([C@@H](N)C(C)CC)nn3)CC2)nc(N2CCN(C(=O)[C@H](CCCCN)n3cc([C@@H](N)CO)nn3)CC2)n1 (some centres not stated),0.99,0,·,·,0,·,1,2

# More structures follow.
SMILES,hIAP act,hIAP inh,ATG4B inh,HKDC1 inh,mIAP block,PfGluPho inh,mIAP act,A3A deaminase
Cc1ccccc1CN1CCN(CC2CC3C=CC2C3)CC1 (configuration not stated),1.3,-25,-15,-4,-5,-2,1,-3
O=C1CCCN1CC(O)CS(=O)(=O)Cc1ccc(Cl)cc1Cl (configuration not stated),1,-3,1,-1,-1,-4,1,-2
O=[N+]([O-])c1ccc(C=Nc2cccc3ccccc23)s1,0.96,4,0,21,9,71*,0.91,-6
CC(=O)c1c(C)n(C)c2ccc(OC(=O)c3ccco3)cc12,1,-1,-16,-2,-11,1,1.1,1
CCC(=O)c1ccc(N2CCN(C(=O)COc3ccc(F)cc3)CC2)c(F)c1,0.94,6,-5,4,5,-2,0.95,-15
COc1ccccc1-c1nnc(SCC(=O)NC2CC2)n1C,1,-2,4,-2,-4,-4,1,-4
COc1ccccc1C(=O)N(Cc1nc(-c2ccc(Cl)cc2)no1)C(C)C,0.95,5,4,0,15,-2,0.85,0
COC(=O)C(C)Sc1nc(NCc2ccccc2)nc(N(C)C)n1 (configuration not stated),0.99,1,-8,-3,-5,5,1,-3
O=C(CCc1ccc(O)c(O)c1)N/N=C/c1cc2c(cc1[N+](=O)[O-])OCO2,1.2,-19,-9,17,30,68*,0.7,3
Cc1cc(N)ccc1N=Nc1c(C)n(C)n(-c2ccccc2)c1=O,0.9,10,-5,-3,-2,13,1,-6
Cc1ccc(NC(=O)c2cnn(C)c2)cc1[N+](=O)[O-],0.99,1,-6,-8,-1,-2,1,4
O=c1[nH]c(CO)nc2c1oc1ccccc12,1.2,-15,2,1,4,-3,0.96,-10
O=C(CSc1nnc(-c2ccco2)o1)N1CCCCC1,0.75,25,-4,-7,5,-14,0.95,0
CCCN(CC1CC1)C(=O)CSc1ncnc2sccc12,0.96,4,10,6,5,-11,0.95,7
O=C(CCS(=O)NCc1ccccc1)NCc1ccccc1 (configuration not stated),0.99,1,·,·,-1,·,1,-4
Cc1ccc(C)c(NC(=S)NCCN2CCOCC2)c1,1.2,-16,6,-3,-1,-4,1,-5
Cc1ccc(S(=O)(=O)Nc2ccc(F)c(S(=O)(=O)N3CCOCC3)c2)cc1,1.1,-7,-10,5,-6,9,1.1,0
Cc1cc(N/N=C/c2ccc(Cl)cc2Cl)nc(NCc2ccccc2)n1,0.91,9,85*,15,-2,22,1,-2
O=C(COc1ccc(Cl)cc1Cl)NCC1(N2CCOCC2)CCCCC1,0.94,6,4,4,-2,11,1,2
Cc1ccc(NC(=O)CSCC(=O)NCCc2ccccc2)c(C)c1,0.95,5,-1,-3,-15,-1,1.2,-5
COc1ccccc1NC(=S)NNC(=O)c1nn(C)c(C)c1Br,1.1,-14,4,-9,16,15,0.84,-2
COc1ccc(-c2coc3cc(O)ccc3c2=O)cc1OC,0.83,17,-7,4,9,-30,0.91,-3
COc1ccc(/C=N/NC(=O)CCn2nc(C)cc2C)cc1,0.99,1,-8,0,11,10,0.89,-1
Cc1cc(OCC(=O)NC(C)(C)C)ccc1Cl,0.96,4,1,-4,6,0,0.94,-3
